# mHTT-CaM PPI inh: disrupts binding of mutant huntingtin to calmodulin; AlphaScreen His-mHTT/GST-CaM binding, luminescence; inhibition, % at 15 µM; AID 1671202; 3.6% of 190,000 active;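 note: 0% = both proteins with DMSO and 100% = one protein alone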
# Target sequence (P42858 whole entry, looked up, stated change not applied): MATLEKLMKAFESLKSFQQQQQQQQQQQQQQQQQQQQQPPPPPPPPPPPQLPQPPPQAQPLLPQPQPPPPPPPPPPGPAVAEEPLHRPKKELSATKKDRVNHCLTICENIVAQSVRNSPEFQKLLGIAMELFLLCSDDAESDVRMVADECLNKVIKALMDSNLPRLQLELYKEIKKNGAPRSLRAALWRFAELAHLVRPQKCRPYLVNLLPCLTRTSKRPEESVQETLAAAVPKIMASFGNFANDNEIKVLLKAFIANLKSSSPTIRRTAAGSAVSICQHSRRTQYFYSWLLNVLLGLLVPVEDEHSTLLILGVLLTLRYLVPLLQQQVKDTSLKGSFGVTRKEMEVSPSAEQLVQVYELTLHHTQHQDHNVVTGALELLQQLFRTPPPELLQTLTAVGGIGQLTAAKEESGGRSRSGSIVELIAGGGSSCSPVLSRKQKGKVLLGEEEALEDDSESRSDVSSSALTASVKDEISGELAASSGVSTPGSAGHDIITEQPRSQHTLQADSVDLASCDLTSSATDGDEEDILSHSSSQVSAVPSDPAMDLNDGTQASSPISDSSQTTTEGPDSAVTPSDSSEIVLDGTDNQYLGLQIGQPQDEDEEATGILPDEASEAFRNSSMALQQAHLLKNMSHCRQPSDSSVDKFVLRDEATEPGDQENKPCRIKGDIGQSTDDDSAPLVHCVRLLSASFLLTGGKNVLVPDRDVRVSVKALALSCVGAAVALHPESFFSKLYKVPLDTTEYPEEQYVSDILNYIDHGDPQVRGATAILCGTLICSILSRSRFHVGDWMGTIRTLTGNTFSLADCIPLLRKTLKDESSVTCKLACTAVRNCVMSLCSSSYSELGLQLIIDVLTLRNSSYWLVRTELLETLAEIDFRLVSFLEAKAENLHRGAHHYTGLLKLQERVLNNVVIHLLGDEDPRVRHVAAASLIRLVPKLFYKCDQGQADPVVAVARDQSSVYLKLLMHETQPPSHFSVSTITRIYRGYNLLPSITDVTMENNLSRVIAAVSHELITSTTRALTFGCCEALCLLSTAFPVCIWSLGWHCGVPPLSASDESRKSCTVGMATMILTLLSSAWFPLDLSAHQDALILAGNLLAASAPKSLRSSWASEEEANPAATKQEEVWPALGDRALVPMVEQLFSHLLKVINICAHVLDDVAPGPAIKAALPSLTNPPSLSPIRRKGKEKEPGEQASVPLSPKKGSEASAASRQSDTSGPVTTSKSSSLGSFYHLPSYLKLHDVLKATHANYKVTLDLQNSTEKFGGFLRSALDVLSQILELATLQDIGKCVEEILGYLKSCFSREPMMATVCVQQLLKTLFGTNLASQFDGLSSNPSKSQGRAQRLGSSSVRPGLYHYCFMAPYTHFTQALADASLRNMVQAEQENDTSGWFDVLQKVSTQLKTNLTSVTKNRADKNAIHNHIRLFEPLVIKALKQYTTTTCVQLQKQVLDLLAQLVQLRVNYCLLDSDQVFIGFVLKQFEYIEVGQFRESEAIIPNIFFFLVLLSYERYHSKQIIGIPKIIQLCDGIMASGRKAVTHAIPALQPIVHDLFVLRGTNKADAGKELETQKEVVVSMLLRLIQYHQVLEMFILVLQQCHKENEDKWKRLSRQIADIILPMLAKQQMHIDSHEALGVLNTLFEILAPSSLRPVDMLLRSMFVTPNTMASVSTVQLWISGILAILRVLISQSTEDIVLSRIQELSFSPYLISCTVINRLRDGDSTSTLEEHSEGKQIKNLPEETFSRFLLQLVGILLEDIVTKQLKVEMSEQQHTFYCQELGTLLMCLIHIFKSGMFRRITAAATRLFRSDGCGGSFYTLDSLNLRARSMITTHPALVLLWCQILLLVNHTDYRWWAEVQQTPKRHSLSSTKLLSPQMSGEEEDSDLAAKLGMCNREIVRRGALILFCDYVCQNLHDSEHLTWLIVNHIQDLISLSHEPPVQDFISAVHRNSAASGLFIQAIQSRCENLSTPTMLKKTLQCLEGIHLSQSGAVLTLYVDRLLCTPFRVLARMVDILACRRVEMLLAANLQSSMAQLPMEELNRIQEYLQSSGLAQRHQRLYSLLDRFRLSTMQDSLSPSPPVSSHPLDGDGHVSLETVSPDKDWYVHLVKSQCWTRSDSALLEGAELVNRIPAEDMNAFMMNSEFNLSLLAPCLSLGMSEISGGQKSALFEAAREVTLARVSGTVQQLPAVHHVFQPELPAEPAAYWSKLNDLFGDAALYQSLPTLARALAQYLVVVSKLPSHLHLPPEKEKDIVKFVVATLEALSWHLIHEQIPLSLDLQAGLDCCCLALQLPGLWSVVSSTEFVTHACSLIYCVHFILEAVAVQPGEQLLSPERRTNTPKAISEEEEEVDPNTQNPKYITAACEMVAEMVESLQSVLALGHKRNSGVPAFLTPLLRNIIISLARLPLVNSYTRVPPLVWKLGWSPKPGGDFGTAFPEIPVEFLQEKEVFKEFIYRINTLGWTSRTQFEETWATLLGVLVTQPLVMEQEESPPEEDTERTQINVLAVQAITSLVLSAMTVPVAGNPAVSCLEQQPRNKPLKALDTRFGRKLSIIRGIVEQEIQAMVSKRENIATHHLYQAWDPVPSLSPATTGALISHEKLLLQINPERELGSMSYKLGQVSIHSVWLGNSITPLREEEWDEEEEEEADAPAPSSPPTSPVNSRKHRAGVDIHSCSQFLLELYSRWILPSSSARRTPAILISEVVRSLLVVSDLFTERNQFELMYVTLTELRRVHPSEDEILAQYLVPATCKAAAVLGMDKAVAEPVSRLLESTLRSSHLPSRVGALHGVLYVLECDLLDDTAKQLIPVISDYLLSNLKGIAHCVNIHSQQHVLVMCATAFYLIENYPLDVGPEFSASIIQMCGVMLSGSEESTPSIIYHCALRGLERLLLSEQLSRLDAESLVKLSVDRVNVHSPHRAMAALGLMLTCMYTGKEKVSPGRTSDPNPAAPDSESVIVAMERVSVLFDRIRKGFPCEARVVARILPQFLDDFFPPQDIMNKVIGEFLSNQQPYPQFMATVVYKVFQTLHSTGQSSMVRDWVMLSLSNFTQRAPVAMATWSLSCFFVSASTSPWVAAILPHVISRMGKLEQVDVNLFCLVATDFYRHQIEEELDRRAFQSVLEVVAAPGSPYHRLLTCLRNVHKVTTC
# Pf apPOL inh: Pf-apPOL DNA polymerase inhibition; Recombinant Pf-apPOL, molecular beacon fluorescence, 1.5 h; 0.25% of 210,000 active; inhibition, % at 10 µM; AID 1794808
# An asterisk follows results filed as active; · = not tested or not shown; & = joins results of further samples. Cut-off read from the data, not from the text of the source: active = inhibition above about 50%; inactive = the rest. Not all compounds are listed; the hit share may differ from the screen's.
SMILES,mHTT-CaM PPI inh,Pf apPOL inh
Cc1ccccc1-n1ncc2c(C)nn(CC(=O)Nc3cccc(C(F)(F)F)c3)c(=O)c21,4,-3
CCOC(=O)N1CCC(=C2c3ccc(Cl)cc3CCc3cccnc32)CC1,·,-3
CC(NC(=O)c1ccccc1N)c1ccccc1 (centres undefined),1,3
CC(C)Oc1cccc(C(=O)NC2CCCC2)c1,-2,-4
CCNC(=O)N1CCCC1c1nc(-c2ccc(F)cc2F)no1 (centres undefined),-9,-5
N=C1N=NC(c2ccccc2)=CS/C1=C\c1ccc(Cl)cc1,24,-3
COc1ccc(C(=O)Nc2nc(-c3ccc(F)cc3F)cs2)c(OC)c1,4,-4
Cc1c(Cl)cccc1NC(=O)C1C(C(=O)O)C2C=CC1C21CC1 (centres undefined),-4,-12
COc1ccc(/C=C2\SC(=O)NC2=O)c(OC)c1,3,-13
COc1ccc(S(=O)(=O)Nc2ccc([N+](=O)[O-])cc2OC)cc1,8,-4
CC1CCN(C(=O)c2ccc(-n3cccn3)nc2)CC1,-7,-4
O=C(Nc1c2c(nn1-c1ccc(Oc3ccccc3)cc1)CSC2)C1CC1,56*,-10
Cc1ccc(NC(=O)N2CCC(c3nc4ccncc4n3C(C)C)C2)c(C)c1 (centres undefined),6,4
CC(C)n1cnnc1C1CCCN(C(=O)Cc2cccs2)C1 (centres undefined),5,9
O=C(Cc1ccccc1Cl)N1CCc2nc(-c3ccc(F)cc3)ncc2C1,-2,-2
COc1ccccc1-n1ccnc(SCC(=O)NCc2ccccc2Cl)c1=O,-1,5
CCc1ccc(NC(=O)N2CCc3nc[nH]c3C2)cc1,4,-5
Cc1cc([N+](=O)[O-])nn1CC(=O)Nc1sc2c(c1C#N)CCC(C(C)(C)C)C2 (centres undefined),-1,1
COc1ccc(NC(=O)COc2cccc(Cl)c2)cc1OC,12,-2
O=S(=O)(c1ccc(Br)s1)N1CCc2nc(-c3ccccc3)sc2C1,-2,0
Cc1ccc(N2CCCN(Cc3ccc(F)cc3)C2=O)c(NC(=O)C2CC2)c1,-3,-2
CCCc1ccc(S(=O)(=O)N2CCC(Oc3ccc(-n4cnnn4)cc3)CC2)cc1,4,-12
O=[N+]([O-])c1ccc(Oc2cc(S(=O)(=O)c3ccccc3)ccc2[N+](=O)[O-])nc1,·,4
Cc1ccc(C)c(CN2C(=O)NC3(CCN(C(=O)c4ccsc4)CC3)C2=O)c1,8,-9
Cn1cc(-c2ccncc2)cc1C(=O)NCc1cccnc1,-1,0
COc1cccc(C2CC(=O)Nc3n[nH]c(C)c32)c1OCc1ccccc1C (centres undefined),8,-4
CN(C)c1cccc(NS(=O)(=O)c2ccccc2)c1,14,-6
COc1ccccc1C(=O)N1CCC(c2nc(C(=O)N3CCOCC3)c(C)o2)CC1,-7,-1
COc1ccc(C2CC(C(F)(F)F)n3nc(C(=O)Nc4ccc(C)cc4)cc3N2)cc1 (centres undefined),7,-5
O=C(CN1C(=O)NC2(CCCCC2)C1=O)Nc1ccc(F)c(Cl)c1,0,1
CN1CCN(Cc2ccc(-c3cccc([N+](=O)[O-])c3)o2)CC1,4,-22
O=C(CSc1nc2ccccc2[nH]1)Nc1cccc([N+](=O)[O-])c1,2,-2
O=[N+]([O-])c1ccc(O)c(CN2CCCCCCC2)c1,1,-4
Cc1c(Cl)cccc1NS(=O)(=O)c1ccc2[nH]cc(C(=O)NCC3CCCO3)c(=O)c2c1 (centres undefined),29,-3
COc1cc(C=Nn2c(C)nc3c(ncn3-c3ccccc3)c2=O)cc(OC)c1OC,·,-7
COc1ccc(NC(=O)N2CCC(c3cc4n(n3)CCCN(C)C4=O)CC2)cc1,-5,-1
Cc1cccc(N(C)S(=O)(=O)c2ccc3nc(-c4ccccc4)[nH]c3c2)c1,5,-11
COc1ccc(CN2CN(C3CCCCC3)CSC2=S)cc1,2,-3
CC(NS(=O)(=O)c1ccc2nc(-c3ccccc3)[nH]c2c1)c1ccccc1 (centres undefined),10,-5
N#CC1=C(N)C(C#N)(C#N)C(c2ccccc2Cl)C2CSCC=C12 (centres undefined),41,0
Cc1ccc(C(=O)N2CCC(c3ccn4ncc(C(=O)N5CCOCC5)c4c3)CC2)cc1C,9,0
C=CCSc1ncccc1C(=O)NC1CCCC(C)C1C (centres undefined),-13,-8
CC1(C)CC(=O)C2=C(C1)OC1=C(C(=O)CC(C)(C)C1)C2c1ccc(-c2ccccc2F)o1,46,-1
O=C(NCC1CCCO1)C1CCN(c2ncccc2-c2nc(-c3ccccc3)no2)CC1 (centres undefined),0,-4
COc1ccc(C(=O)N2CC3CC(NC(=O)c4cccnc4)C2C3)cn1 (centres undefined),5,-3
O=C1CSC(c2ccc(F)cc2)N1c1ccc(Br)cn1 (centres undefined),-18,0
Cc1nnsc1C(=O)NCC1CCC(c2nc3ccccc3n2C)CC1 (centres undefined),-8,-8
COc1cccc(NC(=O)CSc2nc3nc(C)cc(C)n3n2)c1,5,-10
O=C(Nc1ccc(-c2ccccc2)cc1)C1CC1c1ccccc1 (centres undefined),-17,-1
CC(=O)c1cccc(NC(=O)c2ccc(N3CC4CC(C3)c3cccc(=O)n3C4)c(N)c2)c1 (centres undefined),14,-7

# Next results:
SMILES,mHTT-CaM PPI inh,Pf apPOL inh
COc1ccc(OC2CCN(S(=O)(=O)c3ccc(C(C)(C)C)cc3)CC2)cc1,-2,-12
COc1cccc2cc(C(=O)Nc3cccc(C(F)(F)F)c3)c(=N)oc12,1,-11
Cc1ccc(C2C(C#N)=C(N)Oc3n[nH]c(C)c32)c(C)c1 (centres undefined),2,-3
Cc1cc(Oc2ccc([N+](=O)[O-])cc2)nc(NCc2ccccc2)n1,2,-3
COc1ccc(C(O)=C2C(=O)C(=O)N(CCCO)C2c2cccc([N+](=O)[O-])c2)cc1 (centres undefined),8,0
O=C(O)C1=CC(O)C(O)C(O)C1 (centres undefined),·,4
CCOC(=O)c1cc(-c2csc(CS(=O)(=O)c3ccc(Cl)cc3)n2)on1,·,-2
O=C1N=C(N2CCOCC2)SC1=CC=Cc1ccc([N+](=O)[O-])cc1,-7,-9
O=C(NCc1cccnc1)C1CCN(c2cncnc2N2CCOCC2)CC1,2,-2
CCC(CC)C(=O)N1CCC2(CC1)CC(=O)c1ccccc1O2,-4,-8
O=S(=O)(c1ccc(S(=O)(=O)N2CCCCC2c2cccnc2)cc1)N1CCOCC1 (centres undefined),6,-1
CCCNC(=O)c1ccc2c(c1)ncn2-c1cccc(Cl)c1,3,-2
Cc1ccc2c(C)nc(N=C(N)NC(=O)c3ccccc3)nc2c1,0,-2
CCOC(=O)N1CCN(C(=O)C(C)N(c2ccc(OCC)cc2)S(C)(=O)=O)CC1 (centres undefined),-4,-10
Cc1cccc(CCNC(=O)c2cc3n(n2)CCCN(Cc2cccc(F)c2)C3=O)c1,2,1
CCc1cccc(CC)c1N(CC)C(=O)c1cnccc1C(F)(F)F,·,-8
COc1ccc(C2(CNC(=O)Cc3ccc(F)cc3)CCCC2)cc1,-15,-3
Cc1ccc(Oc2nccnc2N2CCC(C(=O)NCCN3CCCC3)CC2)cc1,20,2
COc1ccccc1NC(=O)c1nn(-c2ccccc2OC)c(=O)c2ccccc12,17,-6
Cc1cc(I)ccc1S(=O)(=O)NCc1ccccc1,-22,-8
CN(CCCNC(=O)CC1CCN(C(=O)c2ccccc2Cl)CC1)Cc1ccccc1,12,-10
CCCc1nn(C)cc1C(=O)NCC(=O)OCC,·,1
COc1ccccc1N1CCN(C(=O)Cn2cnc3c(sc4ccccc43)c2=O)CC1,20,-12
CSc1ccccc1-c1nnc(NC(=O)c2ccc(S(=O)(=O)N3CCCC3)cc2)o1,5,-3
Cc1sc(NC(=O)c2ccco2)c(C(c2cccnc2)N2CCN(c3ccccc3)CC2)c1C (centres undefined),18,12
O=C(CS(=O)(=O)Nc1ccc(Br)cc1)CS(=O)(=O)Nc1ccc(Br)cc1,·,4
Cc1ccc(NC(=O)Cn2cc(-c3ccccc3)c(N(C)C)n2)c(F)c1,27,2
O=C1C2C3C=CC(CNS(=O)(=O)c4ccc([N+](=O)[O-])cc4)(O3)C2C(=O)N1Cc1ccccc1 (centres undefined),9,-2
CC(NC(=O)C(C)N1C(=O)c2cccc([N+](=O)[O-])c2C1=O)c1ccccc1 (centres undefined),1,-7
CCOc1ccccc1NC(=O)c1ccncc1,0,-6
CCn1c(C2CCN(C(=O)c3ccc(OC)c(F)c3)C2)nc2cccnc21 (centres undefined),-4,0
CCCCC(=O)NC(c1ccc(OC)cc1)c1cc(Cl)c2cccnc2c1O (centres undefined),26,10
CCCn1c(C2CCN(C(=O)c3ccc(C)cc3)C2)nc2cccnc21 (centres undefined),0,-4
COc1ccc(NC(=O)Cn2c(-c3nonc3N)nc3ccccc32)cc1Cl,18,-8
CCC(=O)Nc1cc(-c2nc3ncccc3o2)ccc1C,2&-4,2&-2
CC1(C)CC(=O)C(C(C2=C(O)CC(C)(C)CC2=O)c2cccc(O)c2O)C(=O)C1 (centres undefined),-3,-18
Cc1onc(-c2c(Cl)cccc2Cl)c1COC(=O)c1ccc([N+](=O)[O-])cc1,·,-1
CC1CCCCN1C(=O)C(C1CCCC1)N1CCN(C(=O)c2ccc(F)cc2)CC1 (centres undefined),10,-1
Cc1cccc(CN2C(=O)CCC2(C)C(=O)NCc2ccccc2)c1 (centres undefined),1,-1
CCN(CC)CCN(C)Cc1cccc(C)c1,-13,6
CCN(CC)CCN1C(=O)C(O)=C(C(C)=O)C1c1ccc(Br)cc1 (centres undefined),-4,-2
O=C(C1CCCCC1)N1CCCC(c2nc(-c3ccncc3)n[nH]2)C1 (centres undefined),9,6
CC(=O)N1CCN(c2cc(Oc3cccc(Cl)c3)ncn2)CC1C (centres undefined),6,1
Cc1cc(C2CCCN2C(=O)CC2CCCC2)on1 (centres undefined),2,-3
CCSc1nnc(NC(=O)CSc2nc3ccccc3s2)s1,-1,-7
COc1ccc(Nc2nc3ccccc3c(=O)s2)cc1,12,-4
Oc1c(C=NCc2ccc(Cl)cc2Cl)[nH]c2ccc(Br)c(Cl)c12,58*,0
O=S(=O)(CC1NCc2cc(F)ccc21)NCCc1ccccc1 (centres undefined),-1,-44
Cc1ccc2nc(/C(C#N)=C/c3ccc([N+](=O)[O-])o3)[nH]c2c1,-6,-2
CN(C)Cc1c(O)ccc2c1OC(=Cc1cc(Cl)cc3c1OCOC3)C2=O,13,0

# Continued.
SMILES,mHTT-CaM PPI inh,Pf apPOL inh
CC(C)N1Cc2cc(C(=O)N3CCC(Cc4ccccc4)CC3)sc2C1,4,-3
O=C(NCC#CCN1CCc2ccccc2C1)c1cc(C2CC2)on1,0,-4
CN(C)c1ccc(C2CC(c3ccccc3)=NN2C(=O)c2ccc(F)cc2)cc1[N+](=O)[O-] (centres undefined),55*,-1
CC1=C(C(=O)NCCN2CCN(Cc3ccccc3)CC2)C2(CCCCC2)OC1=O,0,-2
CS(=O)(=O)c1cccc(S(=O)(=O)Nc2cccc([N+](=O)[O-])c2)c1,-7,-4
Cc1ccccc1-c1nc2cc(N=Cc3cc([N+](=O)[O-])cc([N+](=O)[O-])c3O)ccc2o1,0,-3
c1csc(CN2CCCCCC2)c1,-5,-2
CCCC1C(c2ccccc2)C(C#N)(C#N)C2(C#N)CC1(O)NC2=O (centres undefined),-3,-1

# Entries above with fluorine, in the order listed:
SMILES,mHTT-CaM PPI inh,Pf apPOL inh
Cc1ccccc1-n1ncc2c(C)nn(CC(=O)Nc3cccc(C(F)(F)F)c3)c(=O)c21,4,-3
CCNC(=O)N1CCCC1c1nc(-c2ccc(F)cc2F)no1 (centres undefined),-9,-5
COc1ccc(C(=O)Nc2nc(-c3ccc(F)cc3F)cs2)c(OC)c1,4,-4
O=C(Cc1ccccc1Cl)N1CCc2nc(-c3ccc(F)cc3)ncc2C1,-2,-2
Cc1ccc(N2CCCN(Cc3ccc(F)cc3)C2=O)c(NC(=O)C2CC2)c1,-3,-2
COc1ccc(C2CC(C(F)(F)F)n3nc(C(=O)Nc4ccc(C)cc4)cc3N2)cc1 (centres undefined),7,-5
O=C(CN1C(=O)NC2(CCCCC2)C1=O)Nc1ccc(F)c(Cl)c1,0,1
CC1(C)CC(=O)C2=C(C1)OC1=C(C(=O)CC(C)(C)C1)C2c1ccc(-c2ccccc2F)o1,46,-1
O=C1CSC(c2ccc(F)cc2)N1c1ccc(Br)cn1 (centres undefined),-18,0
COc1cccc2cc(C(=O)Nc3cccc(C(F)(F)F)c3)c(=N)oc12,1,-11
Cc1cccc(CCNC(=O)c2cc3n(n2)CCCN(Cc2cccc(F)c2)C3=O)c1,2,1
CCc1cccc(CC)c1N(CC)C(=O)c1cnccc1C(F)(F)F,·,-8
COc1ccc(C2(CNC(=O)Cc3ccc(F)cc3)CCCC2)cc1,-15,-3
Cc1ccc(NC(=O)Cn2cc(-c3ccccc3)c(N(C)C)n2)c(F)c1,27,2
CCn1c(C2CCN(C(=O)c3ccc(OC)c(F)c3)C2)nc2cccnc21 (centres undefined),-4,0
CC1CCCCN1C(=O)C(C1CCCC1)N1CCN(C(=O)c2ccc(F)cc2)CC1 (centres undefined),10,-1
O=S(=O)(CC1NCc2cc(F)ccc21)NCCc1ccccc1 (centres undefined),-1,-44
CN(C)c1ccc(C2CC(c3ccccc3)=NN2C(=O)c2ccc(F)cc2)cc1[N+](=O)[O-] (centres undefined),55*,-1

# Screening data as filed in PubChem BioAssay.
